D1 antag = Antagonist of Human D 1 Dopamine Receptor: qHTS; AID 504652, 2011; HEK293 TREx D1 cells, calcium flux, dopamine EC80; stronger effect = lower value; actives 3.2% (n = 360,000); D(1A) dopamine receptor (Homo sapiens), P21728; activity change, negative = inhibition, % at 10 µM; in the data active = activity change below about -30%; also: % is scaled to controls: 0 for no effect and ±100 for the full control effect
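Tetracycline-induced HEK293 Trex D1 cells, force-coupled to calcium, dye-loaded; compounds added and read 180 s, then EC80 dopamine added and calcium flux tracked kinetically another 180 s.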
RXFP1 agonist = qHTS Assay for Agonists of the Relaxin Receptor RXFP1. Relaxin receptor 1 (Homo sapiens), Q9HBX9. HEK293T-RXFP1 cAMP TR-FRET, 30 min; response scale: percent of porcine relaxin response, buffer zero. Potency, µM (highest dose often 57.5 µM), without a hit: at the top dose activation, actives largely listed as activators. actives 0.3% (n = 370,000). AID 2676, 2010; also: potency is read from the fitted curve at half-maximal effect; % is scaled to controls: 0 for no effect and ±100 for the full control effect; nearly all actives have a fitted effect of over 60% in size; many of its hits are not listed in these tables
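HEK293T cells stably expressing RXFP1 were pretreated with the PDE4 inhibitor Ro 20174, exposed to compounds for 30 min at 37C, lysed, and cAMP was read by TR-FRET. Data normalized to buffer (basal) and 29 nM porcine relaxin (100%).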
D2 potentiator = HTS Assay for Positive Allosteric Modulators of the Human D2 Dopamine Receptor: Primary Screen for Potentiators; potentiation, % at 10 µM; HEK293 T-REx D2, calcium flux, EC20 dopamine potentiation; AID 485347, 2010; actives 0.34% (n = 340,000); D(2) dopamine receptor (Homo sapiens), P14416;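 active = potentiation over 3 SD above the plate norm, cut at about 30% in these data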; also: 0% is about no effect
Target sequence (P14416 whole entry, looked up): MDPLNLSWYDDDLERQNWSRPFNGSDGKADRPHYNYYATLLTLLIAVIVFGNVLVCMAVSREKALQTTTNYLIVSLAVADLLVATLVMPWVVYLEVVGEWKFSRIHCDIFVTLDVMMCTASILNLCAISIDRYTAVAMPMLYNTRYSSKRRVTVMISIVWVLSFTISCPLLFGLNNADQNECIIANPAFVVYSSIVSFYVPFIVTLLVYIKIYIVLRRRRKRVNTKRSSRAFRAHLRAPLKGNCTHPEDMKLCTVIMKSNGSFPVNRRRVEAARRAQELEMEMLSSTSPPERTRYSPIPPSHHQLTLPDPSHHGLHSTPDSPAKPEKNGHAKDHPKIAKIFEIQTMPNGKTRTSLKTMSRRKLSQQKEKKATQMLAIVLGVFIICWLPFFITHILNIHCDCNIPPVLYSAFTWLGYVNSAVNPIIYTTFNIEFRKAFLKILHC
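Tetracycline-induced HEK293 T-REx cells force-coupled to calcium signalling expressed D2; compounds were pin-added after a 10 s baseline, read kinetically 180 s, then an EC20 dopamine challenge followed with a further 180 s calcium read.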
D1 ag = Allosteric Agonists of the Human D1 Dopamine Receptor: qHTS. AID 504660, 2011. actives 1% (n = 360,000). HEK293 T-REx D1 cells, calcium flux, agonist mode. activation, % at 2 µM. D(1A) dopamine receptor (Homo sapiens), P21728; in the data active = activation above about 30%; also: 0% is about no effect
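Tetracycline-induced HEK293 TREx D1 cells, force-coupled to calcium signalling, were dye-loaded with a no-wash calcium kit. Compound was pin-added after a 10 s baseline. Fluorescence was read kinetically at 1 cycle/s for 180 s, with calcium rises flagged as agonism.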
TRHR ag = qHTS for Small Molecule Agonists and Allosteric Enhancers of Human TRH Receptor: Primary Screen for Agonists | TRHR cells, calcium flux fluo-8, FDSS agonist mode | activation, % at 2 µM | actives 0.18% (n = 360,000) | AID 493084, 2011; in the data active = activation above about 30%; also: 0% is about no effect
Target sequence (P34981 whole entry, looked up): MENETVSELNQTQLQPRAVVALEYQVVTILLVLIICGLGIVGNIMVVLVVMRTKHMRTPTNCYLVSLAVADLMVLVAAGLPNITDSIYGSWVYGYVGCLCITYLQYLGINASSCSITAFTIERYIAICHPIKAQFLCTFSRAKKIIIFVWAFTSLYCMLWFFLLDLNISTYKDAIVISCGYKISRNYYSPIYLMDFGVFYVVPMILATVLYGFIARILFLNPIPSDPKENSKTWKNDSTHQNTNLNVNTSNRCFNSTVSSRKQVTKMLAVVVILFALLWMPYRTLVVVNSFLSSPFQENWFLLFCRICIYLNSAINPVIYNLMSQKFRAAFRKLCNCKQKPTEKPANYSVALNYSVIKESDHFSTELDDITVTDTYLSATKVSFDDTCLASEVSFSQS
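Agonist-mode FDSS calcium read (Ex 480/Em 530, 1 s cycles) in 1536-well TRHR cells with fluo-8 dye, after 10-cycle baseline and 23 nL compound addition; TRH at EC20 (10 nM final) added afterwards for the enhancer phase.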
TRHR PAM = qHTS for Small Molecule Agonists and Allosteric Enhancers of Human TRH Receptor: Primary Screen for Enhancers; TRHR cells, fluo-8 calcium fluorescence, EC20 TRH enhancement; AID 493056, 2011; Thyrotropin-releasing hormone receptor (Homo sapiens), P34981; actives 0.66% (n = 360,000); enhancement, % at 2 µM; in the data active = enhancement above about 30%; also: 0% is about no effect
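Enhancer read-out: after compound pinning and an initial kinetic agonist-mode read, an EC20 of TRH (10 nM final) was injected and fluo-8 calcium signal (Ex 480/Em 530) followed at 1 s/cycle for 100 cycles in TRHR-expressing cells.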
Apoferritin bind = qHTS Assay for Identification of Novel General Anesthetics; apoferritin/1-aminoanthracene competitive binding, fluorescence; Potency, µM (highest dose often 77.5 µM), without a hit: at the top dose activity change, negative = displacement, usual class: inhibitors; actives 0.074% (n = 350,000); also: potency is read from the fitted curve at half-maximal effect; % is scaled to controls: 0 for no effect and ±100 for the full control effect; nearly all actives have a fitted effect of over 20% in size
Target sequence (P02791 2-175 limits assumed): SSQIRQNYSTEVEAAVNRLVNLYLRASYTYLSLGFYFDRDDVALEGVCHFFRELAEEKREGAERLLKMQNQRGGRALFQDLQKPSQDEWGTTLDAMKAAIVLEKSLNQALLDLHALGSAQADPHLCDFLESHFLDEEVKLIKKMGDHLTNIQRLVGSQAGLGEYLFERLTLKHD
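Concentration-response curves derived by four-parameter Hill fitting of normalized fluorescence, where compounds displaced 1-AMA from 10 uM horse apoferritin following a brief 10 min room-temperature incubation; propofol titration acted as positive control.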
RXFP1 antagonist = qHTS Assay for Antagonists of the Relaxin Receptor RXFP1 | HEK293-RXFP1, relaxin-stimulated cAMP HTRF, 30 min; stronger effect = lower value | activity change, negative = inhibition, % at 57.5 µM | actives 0.59% (n = 350,000);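 active = activity change of -60% or lower, but not beyond a set lower limit; inconclusive = change between -60% and -40%, or beyond the set limit; inactive = change above -40%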; also: % is scaled to controls: 0 for no effect and ±100 for the full control effect
D1 PAM = Potentiators of Human D1 Dopamine Receptor: qHTS | D(1A) dopamine receptor (Homo sapiens), P21728 | HEK293 TREx D1 cells, calcium flux, dopamine EC20 potentiation | potentiation, % at 10 µM | actives 0.036% (n = 360,000) | AID 504651, 2011; in the data active = potentiation above about 30%; also: 0% is about no effect
* hit, by the source's call; ? = inconclusive; . = no result given; [ ] = another dose, or the depositor's remark. Unless noted, calls follow the shape of the dose curve; as a rule, active = well fitted curve in the direction sought with a large enough effect; inconclusive = small, poorly fitted or top-dose-only effect, or another doubt; inactive = no such curve, though single readings can be large; an effect the other way counts as inactive or inconclusive. Only part of the results is shown; the hit share may differ from the screen's.

no.	SMILES	D1 antag	RXFP1 agonist	D2 potentiator	D1 ag	TRHR ag
1	O=C(N/N=C1\CCCc2c1[nH]c1ccc([N+](=O)[O-])cc21)c1ccncc1	-1	-0.6%	8	2	-1.3
2	Oc1ccc(C=NCCc2ccccc2)cc1	-5	0.8%	0	5	0.6
3	c1cncc(CNc2ncnc3sc4c(c23)CCC4)c1	-43*	19%	18	4	-1.0
4	COC(=O)C1(C(C[N+](=O)[O-])c2ccco2)C(=O)NCC1c1ccccc1 (stereo unspecified)	-17	7.4%	-8	0	2.9
5	COc1ccc(COc2ccc(C3C(S(=O)(=O)c4ccccc4)CON3C)cc2OC)cc1 (stereo unspecified)	-3	-0.8%	9	2	0.0
6	CCOc1ccc(C(=O)Nc2ccccc2OC(F)F)cc1	8	0.1%	3	3	0.0
7	CC(C)c1ccc(S(=O)(=O)/N=C2\C=C(NS(=O)(=O)c3ccccc3)C(=O)c3ccccc32)cc1	-19	0.6%	6	2	-1.3
8	O=C(O)/C=C/c1ccccc1Oc1ccccc1	0	0.7%	-3	3	-0.2
9	Fc1cccc(CCN2CCNC[C@@H]2c2ccccc2)c1	22	-1.2%	1	8	0.5
10	COC(=O)C1CN(C(=O)COc2ccc(C)cc2)c2ccccc2O1 (stereo unspecified)	-23	4.7%	-4	3	0.6

no.	TRHR PAM	Apoferritin bind	RXFP1 antagonist	D1 PAM
1	22	-1%	.	-5
2	3	1%	8	6
3	-1	-5%	17	-1
4	3	-3%	-11	6
5	0	-4%	-32	-5
6	1	-7%	-9	-8
7	21	1%	1	-6
8	17	-4%	-2	-3
9	2	.	.	-1
10	-2	2%	3	3

Values in list order from the entries so far:
Entries 1 to 10 in RXFP1 agonist, in turn: -0.6%, 0.8%, 19%, 7.4%, -0.8%, 0.1%, 0.6%, 0.7%, -1.2%, 4.7%
Entries 1 to 10 in TRHR PAM, in turn: 22, 3, -1, 3, 0, 1, 21, 17, 2, -2

The list goes on:
no.	SMILES	D1 antag	RXFP1 agonist	D2 potentiator	D1 ag	TRHR ag
11	CCCOC(=O)c1ccc(NC(=O)c2c(Cl)ccc(Cl)c2OC)cc1	-25	0.1%	-5	5	-0.1
12	COc1ccc(-c2nc3cc(C(C)C)ccc3o2)cc1NC(=O)c1ccccc1[N+](=O)[O-]	-6	-1.7%	15	-1	0.6
13	Cc1ccc(OCc2nc(-c3cccnc3)no2)cc1C	-18	0.8%	-5	1	-0.5
14	Cc1ccc(NC(=O)Cc2c(Cl)cccc2Cl)cc1S(=O)(=O)N(C)C	-7	-0.1%	7	3	-0.6
15	O=C(NCCCNC(=O)c1ccc(-c2cccc(Cl)c2)o1)c1cnccn1	-5	-0.2%	6	2	-1.1
16	Cn1cccc1/C=N/NC(=O)CSc1nc2ccccc2[nH]1	-2	-0.5%	-10	-1	-0.1
17	CC(C)CCN1CCN(Cc2ccc(N3CCNC3=O)cc2)CC1CCO (stereo unspecified)	0	-0.4%	8	1	1.2
18	Cc1ccsc1/C=C1\SC(=S)N(CC2CCCO2)C1=O (stereo unspecified)	4	0.0%	2	0	0.4
19	NC(=S)N=Nc1c(O)[nH]c2c(Br)cc(Br)cc12	10	0.5%	0	-2	0.1
20	CCS(=O)c1ccccc1C(=O)OCC(=O)Nc1cccc(S(=O)(=O)N2CCCCC2)c1 (stereo unspecified)	-15	-2.1%	3	2	0.5

no.	TRHR PAM	Apoferritin bind	RXFP1 antagonist	D1 PAM
11	-2	-13%	-1	-9
12	-5	-13%	-12	-3
13	1	?	-13	2
14	0	-1%	-8	-2
15	3	7%	-2	1
16	-24	-13%	-6	-15
17	20	-1%	3	-4
18	7	-15%	-23	6
19	-1	-16%	10	0
20	-7	.	-4	2

Other entries
no.	SMILES	D1 antag	RXFP1 agonist	D2 potentiator	D1 ag	TRHR ag
21	COc1ccc(Cl)cc1NC(=S)Nc1ccccc1C	0	0.8%	7	3	0.4
22	C=CCOC(=O)Cn1cnc2c(sc3nc(C)cc(C)c32)c1=O	3	-1.0%	13	2	-1.0
23	COc1ccc(COc2ccccc2C(=O)NCc2ccccc2)cc1F	-37*	1.0%	2	12	0.8
24	COC(=O)c1ccc(-c2nc(CN3CCCN(C(=O)c4ccco4)CC3)c(C)o2)cc1	-4	-2.0%	-2	2	-0.1
25	Cn1[nH]c(C(F)(F)F)c(C=NCc2ccc(Cl)cc2)c1=O	8	-0.7%	-4	4	0.7
26	CCCCn1c(N)c(N(CC(C)C)C(=O)C2CCN(S(=O)(=O)c3ccc(OCC)cc3)CC2)c(=O)[nH]c1=O	-5	-2.0%	.	3	-0.4
27	CC1(C)CC(=O)C2=C(C1)NC1=C(C(=O)c3ccccc31)C2c1ccc(Cl)cc1 (stereo unspecified)	-8	2.7%	-13	1	0.0
28	Cc1ccc(S(=O)(=O)CCC(=O)OCC(=O)NCCc2ccc(S(N)(=O)=O)cc2)cc1	12	-1.7%	6	3	0.8
29	COc1cc(NC(=O)CN2C(=O)c3ccccc3Sc3ccc(C(=O)N4CCOCC4)cc32)cc(OC)c1OC	2	4.1%	1	-2	-0.1
30	Cc1c(Cl)cccc1NC(=O)COC(=O)Cn1cnc2c1c(=O)n(C)c(=O)n2C	0	0.8%	0	0	0.5

no.	TRHR PAM	Apoferritin bind	RXFP1 antagonist	D1 PAM
21	-2	-8%	-9	1
22	10	-5%	2	0
23	-8	-15%	1	-3
24	0	-9%	-2	-4
25	2	-8%	-1	-6
26	-3	.	-7	2
27	3	-5%	-7	-2
28	-3	.	1	-1
29	-10	?	10	-10
30	12	.	-3	-5

More results
no.	SMILES	D1 antag	RXFP1 agonist	D2 potentiator	D1 ag	TRHR ag
31	Cc1ccc(NC(=O)CN2C(=O)C3(SCC(=O)N3c3cccc(Cl)c3)c3ccccc32)cc1C (stereo unspecified)	-9	-1.5%	6	0	1.1
32	O=C(CSc1nnc(-c2ccncc2)n1-c1ccccc1)NC1CC1	28	-2.3%	14	2	1.1
33	Cc1c(-n2c(SCC(=O)C(C)(C)C)nc3ccccc3c2=O)c(=O)n(-c2ccccc2)n1C	-5	3.9%	7	1	-0.1
34	COc1cc(NS(=O)(=O)c2ccc3c(c2)n(C)c(=O)n3C)cc(OC)c1	-11	0.6%	1	3	-0.1
35	CC1CCCC(NC(=O)CNC(=O)c2cccs2)C1C (stereo unspecified)	-4	-1.0%	-3	1	0.5
36	Cc1ccc(C(=O)NCc2cccc(C(F)(F)F)c2)cc1S(=O)(=O)N1CCCCC1	-6	-0.2%	-1	9	0.0
37	Cn1nnnc1SCCNCc1ccccc1OCc1ccccc1Cl	-19	1.4%	-8	14	0.0
38	Cc1cc(S(=O)(=O)Nc2cc(C)c(O)c(C)c2)c(C)s1	-15	0.8%	1	3	-0.9
39	O=c1[nH]c(CSc2nnc(-c3cccnc3)n2C2CCCCC2)nc2ccccc12	2	-0.1%	-1	3	0.2
40	Cc1ccc(NC(=S)NC(=O)/C=C/c2ccc(Cl)cc2)cc1	18	-2.4%	12	2	0.6

no.	TRHR PAM	Apoferritin bind	RXFP1 antagonist	D1 PAM
31	-5	-7%	.	0
32	7	-3%	-2	-3
33	6	-2%	-20	4
34	-8	-5%	-13	-3
35	3	.	6	-1
36	-18	.	25	-7
37	-6	-15%	-12	1
38	-2	?	-6	-4
39	0	-10%	-4	-3
40	-2	11%	15	0

Single records (already shown). Screens in order: D1 antag | RXFP1 agonist | D2 potentiator | D1 ag | TRHR ag | TRHR PAM | Apoferritin bind | RXFP1 antagonist | D1 PAM
O=C(CSc1nnc(-c2ccncc2)n1-c1ccccc1)NC1CC1 is listed with 28 | -2.3% | 14 | 2 | 1.1 | 7 | -3% | -2 | -3
Cc1ccc(NC(=O)CN2C(=O)C3(SCC(=O)N3c3cccc(Cl)c3)c3ccccc32)cc1C (stereo unspecified) is listed with -9 | -1.5% | 6 | 0 | 1.1 | -5 | -7% | . | 0
Cc1ccsc1/C=C1\SC(=S)N(CC2CCCO2)C1=O (stereo unspecified) is listed with 4 | 0.0% | 2 | 0 | 0.4 | 7 | -15% | -23 | 6
Cc1c(-n2c(SCC(=O)C(C)(C)C)nc3ccccc3c2=O)c(=O)n(-c2ccccc2)n1C is listed with -5 | 3.9% | 7 | 1 | -0.1 | 6 | -2% | -20 | 4
CC1(C)CC(=O)C2=C(C1)NC1=C(C(=O)c3ccccc31)C2c1ccc(Cl)cc1 (stereo unspecified) is listed with -8 | 2.7% | -13 | 1 | 0.0 | 3 | -5% | -7 | -2

Later entries.
no.	SMILES	D1 antag	RXFP1 agonist	D2 potentiator	D1 ag	TRHR ag
41	COc1ccc(-c2nnc(SC(C)C(=O)Nc3nccs3)n2Cc2ccccc2)cc1OC (stereo unspecified)	5	3.3%	.	1	-0.1
42	COCCNc1c2c(nc3ccccc13)CCC2	-8	2.8%	11	10	0.5
43	Cc1nnc(-c2cnn(C)c2N)n1Cc1cccc(Cl)c1	0	0.3%	2	2	-0.4
44	O=C(CCCN1C(=O)/C(=C/c2ccccc2)SC1=S)N1CCOCC1	-12	-1.5%	4	15	0.2
45	COc1ccc(-c2csc3nc(-c4ccccc4OC)oc(=O)c23)cc1	-2	-2.1%	15	6	1.0
46	N#Cc1nc(-c2cccc3ccccc23)oc1NCC1CCCO1 (stereo unspecified)	-5	27%	14	1	-0.6
47	Cc1cc(-c2nnc(CCC(=O)NCc3cc(F)cc(C(F)(F)F)c3)o2)no1	13	2.8%	13	3	1.7
48	CC(=O)n1nc(-c2ccc(C)cc2)nc1NCc1ccco1	1	0.1%	8	1	0.2

no.	TRHR PAM	Apoferritin bind	RXFP1 antagonist	D1 PAM
41	-7	-18%	-5	-1
42	9	-12%	-12	1
43	1	-10%	-1	-5
44	-7	-3%	5	-1
45	3	5%	-4	7
46	8	211%[activator]	6	-4
47	-5	?	-1	9
48	4	-7%	-14	-12

From PubChem BioAssay
